# RGS7-Gao reg: RGS7-Galphao binding modulators, primary screen, biochemical, multiplexed bead flow cytometry; actives lie on both sides; binding response (% of control), % at 10 µM; hit rate 0.35% among 220,000; in the data active means binding response below about 49% or above about 150%; inconclusive means no clear call, values can overlap the other calls; inactive means in between;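 further: fluorescent Galphao held in activated GDP-AlF4 state binding bead-coupled RGS7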
# Target sequence (P09471 whole entry, looked up): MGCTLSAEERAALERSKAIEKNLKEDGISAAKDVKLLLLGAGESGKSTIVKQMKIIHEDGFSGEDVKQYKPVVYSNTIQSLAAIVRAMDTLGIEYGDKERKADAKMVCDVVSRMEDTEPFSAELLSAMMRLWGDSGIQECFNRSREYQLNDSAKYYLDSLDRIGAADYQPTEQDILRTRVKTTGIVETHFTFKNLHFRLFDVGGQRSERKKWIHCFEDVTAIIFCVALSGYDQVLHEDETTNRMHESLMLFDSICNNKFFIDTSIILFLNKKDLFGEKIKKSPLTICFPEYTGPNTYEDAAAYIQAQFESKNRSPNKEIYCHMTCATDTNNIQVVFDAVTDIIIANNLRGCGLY
# Bcl-B Bim block: inhibitors of Bim-Bcl-B binding, primary screen, biochemical, multiplexed, human Bcl-2 family; bead-based flow cytometry, Bim peptide-Bcl-B binding; hit rate 0.073% among 190,000; inhibition, % at 10 µM; AID 951, 2007;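 further: 0% = tracer peptide without compound and 100% = reference inhibitor peptide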
# Target sequence (Q9HD36 whole entry, looked up): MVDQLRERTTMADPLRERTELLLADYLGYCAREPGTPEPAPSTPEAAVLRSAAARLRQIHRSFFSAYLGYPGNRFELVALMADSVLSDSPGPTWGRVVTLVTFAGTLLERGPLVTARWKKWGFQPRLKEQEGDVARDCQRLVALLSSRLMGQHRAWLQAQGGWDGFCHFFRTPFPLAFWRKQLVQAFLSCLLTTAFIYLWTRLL
# Bcl-2 Bim block: inhibitors of Bim-Bcl-2 binding, primary screen, biochemical, multiplexed, human Bcl-2 family; hit rate 0.06% among 190,000; Apoptosis regulator Bcl-2 (Homo sapiens), P10415; Bead-based flow cytometry, Bim peptide-Bcl-2 binding; inhibition, % at 10 µM; AID 950, 2007; in the data active means inhibition above about 40%; inconclusive means no clear call, values can overlap the other calls;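 further: 0% = no compound wells with probe peptide and 100% = reference peptide inhibitor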
# Target sequence (P10415 whole entry, looked up): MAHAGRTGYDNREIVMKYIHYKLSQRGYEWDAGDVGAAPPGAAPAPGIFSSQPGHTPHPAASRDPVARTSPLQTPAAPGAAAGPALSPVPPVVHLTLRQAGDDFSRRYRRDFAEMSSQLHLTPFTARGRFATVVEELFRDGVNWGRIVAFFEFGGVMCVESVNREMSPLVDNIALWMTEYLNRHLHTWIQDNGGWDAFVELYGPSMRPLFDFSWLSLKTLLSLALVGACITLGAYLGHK
# Bfl-1 Bim block: inhibitors of Bim binding to Bfl-1, primary screen, biochemical, multiplexed, bead-based flow cytometry; Bim-Bfl-1 binding inhibition; inhibition, % at 10 µM; hit rate 0.12% among 190,000;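 further: 0% = wells without compound plus tracer and 100% = blocker peptide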
# Bim-Bcl-XL: inhibitors of Bim-Bcl-XL binding, primary screen, biochemical, multiplexed, bead flow cytometry, human Bcl-XL; Bcl-2-like protein 1 (Homo sapiens), Q07817; Bim peptide-Bcl-XL binding, fluorescence; inhibition, % at 10 µM; hit rate 0.04% among 190,000
# Target sequence (Q07817 whole entry, looked up): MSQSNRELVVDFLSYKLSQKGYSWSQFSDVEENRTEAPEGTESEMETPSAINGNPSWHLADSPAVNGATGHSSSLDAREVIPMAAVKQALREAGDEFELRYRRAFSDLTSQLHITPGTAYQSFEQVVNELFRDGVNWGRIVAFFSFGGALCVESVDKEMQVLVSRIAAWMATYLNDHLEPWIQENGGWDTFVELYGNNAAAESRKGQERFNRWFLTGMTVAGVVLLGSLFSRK
# ABCB1 block: ABCB1 efflux pump inhibitors, primary screen, cell-based, multiplex, flow cytometry, ABCG2 counter-screen | CCRF-Adr cells, JC-1 efflux | inhibition, % at 6.6 µM | hit rate 0.067% among 190,000; in the data active means inhibition above about 40%;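 further: 0% = vehicle and 100% = reference inhibitor; higher value means more JC-1 retained so stronger ABCB1 efflux block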
# GSH fluor: compound fluorescence on glutathione beads, profiling panel, artefact control, biophysical, 488/530 nm, flow cytometry; GSH beads flow cytometry, compound fluorescence 488/530 nm; active compounds read high; fluorescence (KMESF) at 10 µM; hit rate 0.25% among 190,000; in the data active means fluorescence above about 89;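 further: glutathione beads carrying GST-tagged Bcl family fusion proteins plus one bare bead set; values are compound well signal with DMSO vehicle wells as background; inactives centre near 16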
# ABCG2 inh: ABCG2 efflux pump inhibitors, primary screen, multiplex with ABCB1, IgMXP3 cells, flow cytometry; Broad substrate specificity ATP-binding cassette transporter ABCG2 (Homo sapiens), Q9UNQ0; JC-1 efflux; inhibition, % at 6.6 µM; hit rate 0.1% among 190,000; AID 1325, 2008;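 active means inhibition above 80%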;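 further: 0% = DMSO and 100% = nicardipine control wells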
#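 Read-out basis: Efflux inhibition in percent versus controls | Test system: ABCG2 IgMXP3 and barcoded ABCB1 CCRF-Adr cell mix | Quantity: 3 million cells/mL in well | Schedule: 10 min at 25 °C | Control set: Nicardipine as high control, DMSO as low control | Reagent: JC-1 as fluorescent efflux pump substrate | Signal: Flow cytometry of retained JC-1 fluorescence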
# RGS8-Gao reg: RGS8-Galphao binding modulators, primary screen, biochemical, multiplexed bead flow cytometry; Guanine nucleotide-binding protein G(o) subunit alpha (Homo sapiens), P09471; actives lie on both sides; response (percent of control binding), % at 10 µM; hit rate 0.34% among 220,000; AID 1423, 2008; in the data active means response below about 60% or above about 140%; inactive means in between;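 further: Galphao activated as the GDP aluminium fluoride complex binding bead-coupled RGS8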
# Bcl-W Bim block: inhibitors of Bim binding to Bcl-W, primary screen, biochemical, multiplexed, bead-based flow cytometry | Bcl-2-like protein 2 (Homo sapiens), Q92843 | inhibition, % at 10 µM | AID 952, 2007 | Bim peptide-Bcl-W binding | hit rate 0.02% among 190,000;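 further: 0% = bound tracer without compound and 100% = peptide blocker; higher means less fluorescent Bim peptide bound to Bcl-W beads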
# RGS4-Gao reg: modulators of RGS4 binding to Galphao, primary screen, biochemical, multiplexed bead flow cytometry; Guanine nucleotide-binding protein G(o) subunit alpha (Homo sapiens), P09471; actives lie on both sides; binding response (% of control), % at 10 µM; hit rate 0.33% among 220,000; in the data active means binding response below about 49% or above about 150%; inactive means in between;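 further: fluorescent Galphao activated with aluminum fluoride binding bead-coupled RGS4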
# Starred values were filed as active, the others as inactive; ? = inconclusive; . = no result given; [ ] = dose if it differs, or a comment. Unless noted, no stated cut-off is given here; in the data, active means inhibition above about 40%.
# Start of the data: the first 2 compounds as a preview:
SMILES,RGS7-Gao reg,Bcl-B Bim block,Bcl-2 Bim block,Bfl-1 Bim block,Bim-Bcl-XL,ABCB1 block,GSH fluor,ABCG2 inh,RGS8-Gao reg,Bcl-W Bim block,RGS4-Gao reg
COc1cccc(-c2cc(C(=O)Nc3c(C)nn(Cc4ccccc4)c3C)no2)c1,85.0,-7.0,-9.0,-7.0,-7.0,1.4,35,11.4,89.8,-4.0,84.4
NC(=S)N/N=C/c1ccc(-c2ccccc2)o1,100.5,-5.0,1.0,0.0,-3.0,-0.2,11,0.0,100.3,-1.0,101.0

# Results (from the top)
SMILES,RGS7-Gao reg,Bcl-B Bim block,Bcl-2 Bim block,Bfl-1 Bim block,Bim-Bcl-XL,ABCB1 block,GSH fluor,ABCG2 inh,RGS8-Gao reg,Bcl-W Bim block,RGS4-Gao reg
COc1cccc(-c2cc(C(=O)Nc3c(C)nn(Cc4ccccc4)c3C)no2)c1,85.0,-7.0,-9.0,-7.0,-7.0,1.4,35,11.4,89.8,-4.0,84.4
NC(=S)N/N=C/c1ccc(-c2ccccc2)o1,100.5,-5.0,1.0,0.0,-3.0,-0.2,11,0.0,100.3,-1.0,101.0
CCOCC(=O)Nc1nnc(Cc2ccc(OC)c(OC)c2)s1,105.9,-8.0,-6.0,-9.0,-6.0,-2.6,31,-1.9,97.0,-2.0,98.3
COc1ccc(S(=O)(=O)N=Nc2c(O)[nH]c3ccccc23)cc1,105.4,-5.0,-3.0,1.0,-2.0,0.4,7,2.4,101.7,-2.0,101.5
CC(C)CNC(=O)COC(=O)CNC(=O)c1cc(Cl)cc([N+](=O)[O-])c1,92.9,6.0,4.0,-3.0,3.0,1.3,11,15.9,95.1,1.0,93.0
CN(Cc1nc2ccccc2c(=O)[nH]1)Cc1nc2ccsc2c(=O)[nH]1,98.4,0.0,-3.0,-3.0,-2.0,-0.4,74,-0.1,100.3,-3.0,98.9
Cc1ccc(OCC(=O)n2nc(C)cc2C)c(C)c1,96.5,-9.0,-10.0,-16.0,-6.0,0.1,28,5.1,99.0,-2.0,96.4
CN1CCCCc2c1[nH]c1ccccc1c2=O,100.7,-9.0,-9.0,-17.0,-6.0,-0.4,36,0.3,99.4,-1.0,100.9
COc1cc2ccccc2cc1C(=O)Nc1ccccc1N1CCN(S(C)(=O)=O)CC1,102.6,0.0,2.0,1.0,0.0,0.8,15,2.3,100.8,0.0,101.0
Cc1ccccc1NC(=O)c1nn(-c2ccc(F)c(F)c2)ccc1=O,93.8,-3.0,0.0,-5.0,0.0,0.6,11,0.6,96.5,-1.0,96.3
CCc1ccc(-c2nc(CSCC(=O)NCc3ccco3)c(C)o2)cc1,94.2,0.0,3.0,-4.0,0.0,0.3,21,11.6,96.4,0.0,97.8
CC(=O)Nc1ccc(S(=O)(=O)N2CCSCC2)cc1,106.7,0.0,4.0,0.0,1.0,0.3,8,0.8,103.5,1.0,120.8
Cc1cccc(C(=O)NN(C)c2nc(-c3ccccc3)nnc2C(F)(F)F)c1,96.6,-1.0,-2.0,0.0,-1.0,0.5,16,3.1,98.0,0.0,97.4
CN1C(=O)S/C(=C/c2cccnc2)C1=O,96.9,-3.0,0.0,0.0,-2.0,0.3,19,3.2,99.3,0.0,94.5
Oc1ccc(N=Cc2ccc(OCc3ccccc3)cc2)cc1,102.8,-14.0,0.0,7.0,-3.0,0.2,10,3.3,102.8,1.0,104.0
O=C(C1CCN(S(=O)(=O)c2ccc(F)cc2)CC1)N1CCOCC1,167.6*[activator],-2.0,-8.0,-6.0,-1.0,-0.1,4,-0.4,94.8,3.0,115.1
C=CCNC(=O)c1onc(CCl)c1C(=O)OC,97.5,-9.0,-10.0,-17.0,-7.0,0.7,22,14.9,100.5,-1.0,100.7
O=C(Nc1ccc(CN2CCOCC2)cc1)c1cc2ccccc2o1,94.8,0.0,-5.0,-2.0,-4.0,0.1,14,0.0,98.3,-3.0,97.4
Cc1nnc(SC(=O)N2c3ccccc3Sc3ccccc32)s1,99.0,-10.0,-10.0,-7.0,-5.0,0.6,12,1.1,100.9,2.0,98.2
c1ccc2c(Nc3ccc4c(c3)OCCO4)c3c(nc2c1)CCC3,?,-2.0,2.0,-3.0,-3.0,3.7,10,10.5,103.1,0.0,102.7
ClC1(Cl)CC1Cn1cnc2ccccc21 (stereo not drawn),86.2,3.0,2.0,-4.0,0.0,0.1,10,1.3,92.7,0.0,88.6
Cc1csc(SCCn2c(Br)nc3c2c(=O)[nH]c(=O)n3C)n1,98.8,-2.0,-3.0,-4.0,-6.0,0.2,17,1.3,102.4,-2.0,99.7
COc1ccccc1N1CCN(C(=O)c2cc(N3C(=O)C4C5CCC(C5)C4C3=O)ccc2Cl)CC1 (stereo not drawn),92.8,-8.0,-6.0,-6.0,-6.0,.,10,2.1,94.2,-3.0,92.5
CC1(c2cc([N+](=O)[O-])cc([N+](=O)[O-])c2)CC(C)(C)N(C(=O)c2ccccc2)c2ccccc21 (stereo not drawn),94.5,-9.0,-7.0,-15.0,-3.0,2.5,29,15.1,94.7,0.0,92.5
O=c1cc[nH]c2ccc([N+](=O)[O-])cc12,?,1.0,0.0,-1.0,0.0,-0.2,11,-1.6,98.6,-1.0,101.2

# An excerpt of these results, with two lines to a compound.
# Under each structure: RGS7-Gao reg, Bcl-B Bim block, Bcl-2 Bim block, Bfl-1 Bim block, Bim-Bcl-XL, ABCB1 block, GSH fluor, ABCG2 inh, RGS8-Gao reg, Bcl-W Bim block, RGS4-Gao reg
> Cc1nnc(SC(=O)N2c3ccccc3Sc3ccccc32)s1
 : 99.0, -10.0, -10.0, -7.0, -5.0, 0.6, 12, 1.1, 100.9, 2.0, 98.2
> c1ccc2c(Nc3ccc4c(c3)OCCO4)c3c(nc2c1)CCC3
 : ?, -2.0, 2.0, -3.0, -3.0, 3.7, 10, 10.5, 103.1, 0.0, 102.7

# (continued)
SMILES,RGS7-Gao reg,Bcl-B Bim block,Bcl-2 Bim block,Bfl-1 Bim block,Bim-Bcl-XL,ABCB1 block,GSH fluor,ABCG2 inh,RGS8-Gao reg,Bcl-W Bim block,RGS4-Gao reg
Cc1cc(-c2nnc(CCC(=O)NC(C)c3ccccc3Cl)o2)no1 (stereo not drawn),105.8,-4.0,-5.0,-7.0,0.0,0.1,15,0.1,102.7,-3.0,104.7
COc1ccccc1NC(=O)Cc1noc(CN(C)Cc2cccs2)n1,102.1,-1.0,-4.0,-4.0,-1.0,2.4,67,5.7,100.3,-3.0,98.6
COc1cccc(NC(=O)c2ccc(C(=O)c3ccccc3)o2)c1,103.6,-3.0,-1.0,-1.0,-2.0,-0.3,10,0.2,104.8,0.0,105.7
Cc1cc(C)n(CC(=O)N/N=C/c2cccs2)n1,98.5,-3.0,-2.0,-12.0,-3.0,-0.1,12,1.0,101.4,-2.0,100.9
CC1CN(C(=O)CCn2c(=O)oc3ccccc32)CC(C)O1 (stereo not drawn),101.8,-5.0,-11.0,-14.0,-6.0,0.1,34,1.0,103.2,0.0,102.7
CC(NC(=O)COc1ccccc1F)C1CC2CCC1C2 (stereo not drawn),102.6,-2.0,-3.0,-8.0,0.0,-2.5,16,-1.2,100.7,-1.0,102.2
C#CCNC(=O)C1=C[C@H](c2ccc(C(F)(F)F)cc2)[C@@H](CCCO)[C@H](OCC)O1,94.9,1.0,0.0,-1.0,-1.0,0.2,16,5.5,98.5,1.0,94.9
N=c1c2c3c(sc2ncn1Cc1ccccc1)CCCC3,102.9,-3.0,-2.0,-1.0,-2.0,1.9,6,4.1,107.3,-2.0,106.3
N#Cc1ncc(-c2ccc3c(c2)OCCOCCOCCOCCOCCO3)nc1C#N,96.9,-2.0,2.0,21.0,-1.0,0.7,6,9.1,99.5,0.0,98.7
Cc1ccc(S(=O)(=O)NCC2NCCc3ccccc32)cc1 (stereo not drawn),102.2,-4.0,-4.0,-11.0,-4.0,0.2,11,1.6,106.4,-2.0,104.2
NC(N)=N/N=C/c1ccc(OS(=O)(=O)c2ccccc2)cc1,101.9,-1.0,-3.0,-4.0,0.0,-0.7,17,-2.3,98.0,0.0,99.9
Cn1c(=O)c2c(nc(NCc3ccc4c(c3)OCO4)n2C)n(C)c1=O,102.0,1.0,2.0,0.0,3.0,0.4,15,2.2,98.7,0.0,97.2
COc1ccc(C2C(C#N)=C(N)Oc3n[nH]c(C)c32)cc1CSc1ccccn1 (stereo not drawn),94.6,-5.0,-2.0,1.0,2.0,0.2,4,3.4,90.0,3.0,92.6
CCN1CCc2c(OCC(=O)Nc3cccc(C)c3C)cccc2C1=O,99.3,-4.0,-1.0,-7.0,0.0,0.2,21,0.7,102.4,1.0,97.5
CCCn1c(SCC(=O)NC2CCCCC2C)n[nH]c1=O (stereo not drawn),101.3,-1.0,4.0,1.0,-7.0,-1.2,32,-3.1,94.7,-1.0,101.6
c1ccc(CNc2nc(-c3cccs3)nc3ccccc23)cc1,101.5,-6.0,-3.0,-5.0,-4.0,0.2,9,17.9,101.7,-2.0,101.4
Cc1ccc(OCCOc2cccc3ccc(C)nc23)c([N+](=O)[O-])c1,?,1.0,0.0,-4.0,0.0,0.8,13,27.8,101.9,-3.0,99.6
COc1ccc(NC(=O)c2ccc(C)cc2)c(OC)c1,105.4,1.0,0.0,0.0,1.0,0.3,6,4.5,102.3,2.0,107.0
Cc1ccc(-n2nnnc2SCC(=O)NC2CCCc3ccccc32)cc1 (stereo not drawn),101.2,-9.0,-6.0,-13.0,-2.0,1.1,9,3.7,98.9,-4.0,98.7
Cc1cccc(N2CCN(S(C)(=O)=O)CC2)c1C,104.9,-8.0,-12.0,-10.0,-2.0,1.2,55,3.8,100.8,-2.0,104.8
Cc1ccc2oc(-c3cccc(NC(=S)NC(=O)/C=C/c4ccco4)c3)nc2c1,99.3,-15.0,-10.0,-11.0,-6.0,0.4,32,3.9,99.5,0.0,102.9
COc1cc(C(=O)Nc2cnc(NC(=O)C(C)C)cc2C)cc(OC)c1OC,112.2,-2.0,-2.0,-4.0,0.0,-0.1,16,-0.4,115.2,-1.0,106.0
Cc1ccc(-c2cc(C(=O)N/N=C/c3c(C)nn(C)c3C)c3ccccc3n2)cc1C,99.7,-6.0,-3.0,-8.0,-6.0,1.2,62,5.2,101.0,3.0,101.6
O=C(COc1cccc(Br)c1)NN=C1c2ccccc2-c2ccccc21,100.2,-11.0,-12.0,-6.0,-7.0,0.8,12,4.5,97.5,-6.0,97.0
Fc1ccc(/C=N/n2cnn(Cc3ccccc3Cl)c2=S)cc1,?,-40.0,-5.0,4.0,-7.0,0.3,11,1.8,118.2,-8.0,117.3
CC(C)[C@H](NC(=O)OCc1ccccc1)C(=O)OCC(=O)NC1CCCCC1,103.7,-3.0,-3.0,-1.0,-4.0,1.3,11,13.4,101.6,-5.0,101.0

# From PubChem BioAssay
